Assay outcomes from PubChem BioAssay.
HttQ103 aggreg – mutant huntingtin aggregation inhibition; PC12 HttQ103-GFP aggregates, Acumen cytometry, 40 h; Potency, µM (titrated, usually from 46.1 µM), without a hit: top-dose activity change, negative = inhibition, hits mostly inhibitors; actives 1.1% (n = 220,000); AID 1688; note: potency is the fitted concentration of half-maximal effect; % is set by controls: 0 for no effect and ±100 for the full control effect; nearly all actives have a fitted effect of over 60% in size
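Aggregate formation scored by laser-scanning cytometer (488 excitation, 500–530 emission) in lysed PC12 cells expressing Q103-GFP after 100 nM tebufenozide induction; library tested in dose series, with ATPLite reagent added in the multiplex.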
HTT cytoprotect – cytoprotection in Huntington HTT-Q103 PC12 cell model | PC12 HTT-Q103 induced, cytoprotection, ATP luminescence, 40 h | Potency, µM (top dose mostly 56.4 µM), for inactives: cytoprotection (ATP increase), most hits filed as activators | actives 0.14% (n = 230,000) | AID 1471;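 note: potency is the fitted concentration of half-maximal effect; % of control where 0% means no effect; nearly all actives have a fitted effect of over 45% in size; toxic huntingtin expression switched on by the ecdysone agonist tebufenozide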
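Compounds were screened for protection of PC12 cells against cell death after tebufenozide induction (100 nM final) of mutant Huntingtin exon 1 (Q103) fused to GFP.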
SMN2 splice up – increases expression of the SMN2 splice variant. actives 2.8% (n = 210,000). Potency, µM (top dose mostly 46.1 µM), for the others: at the top dose activity change, positive = activation, hits mostly activators. HEK293 SMN2-luciferase splicing reporter, luminescence, 30-36 h. AID 1458; note: potency is the fitted concentration of half-maximal effect; % of control where 0% means no effect; nearly all actives have a fitted effect of over 55% in size
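qHTS luciferase splicing reporter: luminescence rises when SMN2 exon 7 is included in transfected HEK293 cells. Compound exposure lasted 30-36 h at 37C, with 4.5 mM final sodium butyrate as control, followed by a ONE-Glo read.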
IMPase Li inh – membrane-permeable IMPase blocker, potentiated with lithium. Potency, µM (top dose mostly 59.4 µM), inactives show top-dose activity, negative = IMPase inhibition, usual class: inhibitors. CHO-M1 cells, IP1 TR-FRET (IP-One), carbachol + lithium. actives 0.35% (n = 210,000);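 note: IP1 builds up when IMPase is blocked and the TR-FRET signal falls; potency is the fitted concentration of half-maximal effect; plate controls were basal vehicle for no effect and high inhibitor control for full effect; nearly all actives have a fitted effect of over 50% in size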
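Test compounds were applied to CHO-M1 cells previously cultured for 16–30 h at 2000 per well. A small lithium amount accompanied them; after 30 min at 37C, IP1 was quantified by TR-FRET.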
LMNA splice mod – modulators of lamin A splicing | Potency, µM (doses to about 46.1 µM), inactives show at the top dose ratio change, negative = inhibition, hits mostly inhibitors | HeLa LMNA splicing GFP/RFP minigene ratio, 48 h | actives 0.01% (n = 200,000); active = well fitted inhibition curve with a large enough effect in the signal ratio, with a control signal flat, not every such curve was filed as active; inconclusive = small, poorly fitted or top-dose-only effect, or effect the other way, or a change in a side signal; the % refers to the signal ratio; note: potency is the fitted concentration of half-maximal effect; % is set by controls: 0 for no effect and ±100 for the full control effect
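S3 HeLa stable clones carrying a lamin A-EGFP splicing minigene plus DsRed2 were seeded at 600 cells/well in Opti-MEM with 2% FBS, pin-dosed and incubated 48 h at 37°C. Acumen cytometry (488 nm) gave the GFP/RFP total-intensity ratio.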
Luc counter – blocks Kinase-Glo luciferase, a counter-screen artifact; Potency, µM (doses to about 38.3 µM), for inactives: at the top dose activity change, negative = inhibition, usual class: inhibitors; actives 0.28% (n = 200,000); AID 1379; Q27757; Kinase-Glo luciferase, ATP luminescence, 8 min; note: potency is the fitted concentration of half-maximal effect; % is set by controls: 0 for no effect and ±100 for the full control effect; nearly all actives have a fitted effect of over 60% in size
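Compound is pinned into ATP-containing buffer (10 uM ATP, imidazole pH 7.2, 7 mM MgCl2). Kinase-Glo luciferase reagent is then added. Light output is recorded following an 8-min room-temperature incubation.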
CBFb RUNX1 block – blocks binding between human CBF-beta and RUNX1; 230,000 tested, under 10 active; Potency, µM (titrated, usually from 59.8 µM), without a hit: top-dose activity, negative = inhibition, hits mostly inhibitors; AlphaScreen CBFb-His/RUNX1-biotin binding, biochemical; note: % of control where 0% means no effect
Target sequence (Q01196 whole entry, looked up): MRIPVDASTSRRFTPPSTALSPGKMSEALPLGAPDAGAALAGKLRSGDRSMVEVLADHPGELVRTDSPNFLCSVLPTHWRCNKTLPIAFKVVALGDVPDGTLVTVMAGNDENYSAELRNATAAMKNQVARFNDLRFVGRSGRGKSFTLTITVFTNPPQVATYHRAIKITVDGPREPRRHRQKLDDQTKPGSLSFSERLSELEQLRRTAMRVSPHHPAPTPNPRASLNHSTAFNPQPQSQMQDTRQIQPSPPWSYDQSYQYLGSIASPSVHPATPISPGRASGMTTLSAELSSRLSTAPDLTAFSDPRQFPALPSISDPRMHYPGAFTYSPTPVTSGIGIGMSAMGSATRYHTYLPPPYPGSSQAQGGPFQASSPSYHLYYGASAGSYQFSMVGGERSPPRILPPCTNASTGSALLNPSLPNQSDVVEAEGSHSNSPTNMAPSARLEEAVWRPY
Target sequence (Q13951 whole entry, looked up): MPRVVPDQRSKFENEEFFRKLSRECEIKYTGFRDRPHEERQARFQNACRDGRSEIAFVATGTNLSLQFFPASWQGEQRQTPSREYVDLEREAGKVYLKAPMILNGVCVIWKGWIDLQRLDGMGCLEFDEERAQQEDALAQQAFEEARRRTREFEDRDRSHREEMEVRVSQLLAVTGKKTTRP
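AlphaScreen proximity signal reports loss of binding between His-tagged CBF-beta and biotin-labelled RUNX1, each at 30 nM. Proteins are pre-associated for 20 minutes, compounds added for 15 minutes, then beads for 90 minutes, all at ambient temperature.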
Active calls of the source: *; ? = inconclusive; . = not tested or not shown; [ ] = remark or other dose. Unless noted, calls come from the whole dose curve; as a rule, active = well fitted curve in the direction sought with a large enough effect; inconclusive = small, poorly fitted or top-dose-only effect, or another doubt; inactive = no such curve, though single readings can be large; an effect the other way counts as inactive or inconclusive. Outcome played no part in choosing rows, and some 4% of all compounds hit somewhere here.

SMILES | HttQ103 aggreg | HTT cytoprotect | SMN2 splice up | IMPase Li inh | LMNA splice mod | Luc counter | CBFb RUNX1 block
CCOc1ccc(N(CC(=O)Nc2c(C)cccc2C)S(=O)(=O)c2c(C)[nH]c(=O)[nH]c2=O)cc1 | -11%[9.22 µM] | -3%[10 µM] | . | . | . | . | 6%
O=C(Cn1ccsc1=NC(=O)C(F)(F)F)c1ccccc1 | -6% | -13% | ? | 3%[38.3 µM] | -4% | 4% | 2%
CCOC(=O)c1ccccc1Nc1cc(C)nc2nc(C)nn12 | -5% | -10%[10 µM] | -21% | 2% | -3% | 0% | -3%
Cc1nc(-c2ccc(S(=O)(=O)N3CCCCCC3)cc2)cs1 | ? | -14% | -23% | 0%[38.3 µM] | ? | -6% | 8%
Cc1ccc(N2CCN(CC(O)COc3cccc4ccccc34)CC2)cc1 (configuration not stated) | -19%[9.22 µM] | 28%[10 µM] | . | . | . | . | -18%
CCC(=O)Nc1nnc(SCCOC)s1 | 13% | -13%[10 µM] | 11% | -6% | -8% | 2% | 12%
COC(=O)[C@@]1(Cc2ccccc2)[C@H]2c3cc(C(=O)N(C)C)n(Cc4ccc(O)c(OC)c4)c3C[C@H]2CN1C(=O)c1ccccc1 | . | ? | -22% | 7% | . | -5% | 2%
O=C(NCC1CCCO1)c1cc2n(n1)C(C(F)(F)F)CC(c1ccc(F)cc1)N2 (configuration not stated) | 2% | 8% | 9% | -3%[38.3 µM] | -2% | 0% | 5%
Clc1ccc(OCc2nn3c(-c4ccccc4)nnc3s2)c(Cl)c1 | 8% | 3%[10 µM] | -18% | 2% | -3% | 6% | 7%
COc1ccc(/C=N/NS(C)(=O)=O)c(OC)c1 | -4% | . | -5% | 6% | 11% | 3% | -1%
Cc1cc(S(=O)(=O)N2CCCC2)ccc1OCC(=O)NC1CCCC1 | 8%[9.22 µM] | 14%[10 µM] | . | 6% | ? | -5% | 8%
O=C(c1ccco1)N1CCN=C1SCc1ccccc1F | 1% | 23% | -20% | -7%[38.3 µM] | -9% | 1% | -4%
COC(=O)C1=C(C)N(CCC2=CCCCC2)C(=O)C1 | ? | -8% | 2% | 9%[38.3 µM] | 2% | 1% | 2%
Cc1cc(C)n(CC(C)Nc2nc3nonc3nc2N2CCCCC2)n1 (configuration not stated) | -25%[9.22 µM] | -30%[10 µM] | . | -2% | . | 2% | 7%
O=C(O)c1c(Cl)c(Cl)c(Cl)c(Cl)c1-c1c2cc(I)c(=O)c(I)c-2oc2c(I)c(O)c(I)cc12 | -10% | -235%[inhibitor] | . | ? | ? | 13µM* | .
O=C(CSc1nnc(-c2ccco2)n1Cc1ccccc1)NC(=O)NCc1ccccc1 | -3% | -47%[inhibitor] | -5% | 8%[38.3 µM] | ? | 4% | -5%
Cc1c(/C(O)=C2/C(=O)C(=O)N(CCN3CCOCC3)C2c2ccccn2)cnn1-c1ccccc1 (configuration not stated) | 13% | -50%[inhibitor] | -27% | -11% | 7%[46 µM] | -1% | -8%
COc1ccc(Nc2sc(C(=O)Nc3cccc(Cl)c3)c(N)c2C(=O)Nc2ccccc2OC)cc1 | -4% | -4%[10 µM] | -58%[inhibitor] | 7% | ? | 1% | -29%
COc1ccc(/C=N/n2nnnc2N)cc1OC | -9%[9.22 µM] | 25%[10 µM] | . | . | . | . | -1%
COCCNC(=O)CN(C)S(=O)(=O)c1ccc2c(c1)OCCO2 | -33% | -10%[10 µM] | 15% | 16% | -12% | 0% | -12%
Cn1nccc1C(=O)Nc1sc2c(c1C(N)=O)CCCC2 | -11%[9.22 µM] | -17%[10 µM] | 5% | 6% | . | -1% | 9%
CN(Cc1ccccc1)S(=O)(=O)c1cccc(C(=O)O)c1 | 15% | 8% | -10% | -4% | 14%[46 µM] | -1% | 3%
C=CCn1c(CC(C)(C)C)nc2ccccc21 | -2% | . | 5% | 17% | 3%[46 µM] | 0% | -4%
N#C/C(=C\C=C\c1ccccc1)c1nc(-c2ccc3c(c2)OCO3)cs1 | 5% | 18%[10 µM] | -5% | -1% | -2% | -2% | 2%
O=C1C2CC=C(Cl)CC2C(=O)N1CCC[n+]1cccc2ccccc21 (configuration not stated) | 7% | 3%[10 µM] | -8% | 22% | -4% | 2% | 9%
COc1cc(C(=O)Nc2cc(C(F)(F)F)ccc2Cl)cc(OC)c1OC | 13% | -17% | -23% | -3%[38.3 µM] | -7% | -2% | 3%
COc1ccc(CNC(=O)C/C(C)=N/NC(=O)c2cnccn2)cc1 | . | . | -13% | -11% | . | 0% | -3%
CC1CCCN(Cc2cnc(Cl)s2)C1 (configuration not stated) | -19% | -6%[10 µM] | 3% | 10%[38.3 µM] | -10% | 4% | 12%
COC(=O)C(O)(CC(=O)Nc1ccc(C)c(F)c1)C(F)(F)F (configuration not stated) | -6% | -18% | 11% | -8%[38.3 µM] | 17% | -5% | -3%
CCN(Cc1ccccc1)C(=O)C(C)OC(=O)c1cc(S(=O)(=O)Nc2c(C)n(C)n(-c3ccccc3)c2=O)ccc1C (configuration not stated) | 3% | -29% | 4% | 5% | . | 0% | -4%

Given as tab-separated lines: five of the compounds above
SMILES	HttQ103 aggreg	HTT cytoprotect	SMN2 splice up	IMPase Li inh	LMNA splice mod	Luc counter	CBFb RUNX1 block
CCN(Cc1ccccc1)C(=O)C(C)OC(=O)c1cc(S(=O)(=O)Nc2c(C)n(C)n(-c3ccccc3)c2=O)ccc1C (configuration not stated)	3%	-29%	4%	5%	.	0%	-4%
N#C/C(=C\C=C\c1ccccc1)c1nc(-c2ccc3c(c2)OCO3)cs1	5%	18%[10 µM]	-5%	-1%	-2%	-2%	2%
COCCNC(=O)CN(C)S(=O)(=O)c1ccc2c(c1)OCCO2	-33%	-10%[10 µM]	15%	16%	-12%	0%	-12%
Cn1nccc1C(=O)Nc1sc2c(c1C(N)=O)CCCC2	-11%[9.22 µM]	-17%[10 µM]	5%	6%	.	-1%	9%
O=C1C2CC=C(Cl)CC2C(=O)N1CCC[n+]1cccc2ccccc21 (configuration not stated)	7%	3%[10 µM]	-8%	22%	-4%	2%	9%

(cont.)
SMILES | HttQ103 aggreg | HTT cytoprotect | SMN2 splice up | IMPase Li inh | LMNA splice mod | Luc counter | CBFb RUNX1 block
Cc1[nH]c2ccccc2c1-c1csc(NC(=O)CSCCO)n1 | -5% | -66%[inhibitor] | 28% | -5% | . | -2% | -15%
C/C(CC(=O)NCc1ccco1)=N\NC(=O)Cc1ccc(Cl)cc1 | 2% | -21% | -3% | -7%[38.3 µM] | 17% | -2% | -4%
COc1ccccc1/C=C1\SC(=S)N(N2C(=O)CCCC2=O)C1=O | 2%[9.22 µM] | 21% | 4% | 12% | ? | 4% | ?
CCOC(=O)c1cn[nH]c1NC(=S)Nc1ccc(Cl)cc1 | -15%[9.22 µM] | -3%[10 µM] | . | . | . | . | 4%
Cc1c(N2C(=O)CSC2c2ccc([N+](=O)[O-])cc2)c(=O)n(-c2ccccc2)n1C (configuration not stated) | 21%[9.22 µM] | 9%[10 µM] | . | . | . | . | 2%
Cc1ccc(C(=O)OCc2ccc3c(c2)OCO3)cc1S(=O)(=O)N1CCCCC1 | 11% | -45%[inhibitor] | -36%[inhibitor] | 23%[38.3 µM] | ? | -3% | ?
COc1ccccc1C1CCN(C(=S)Nc2ccc(Br)cc2)CC1 | 7%[9.22 µM] | 28%[10 µM] | . | . | . | . | -5%
O=C(CCc1ccccc1)N1CCN(c2ccc([N+](=O)[O-])cc2)CC1 | -10% | -29% | -37%[inhibitor] | 17% | -17%[46 µM] | -2% | 11%
O=C(Nc1cccc(Cl)c1)Nc1ccc2c(c1)OCO2 | -30% | -17% | 10µM* | 5%[38.3 µM] | ? | -1% | -6%
Cc1cc(-c2ccccc2)nc(N(C)NC(=O)c2ccc(Cl)cc2)c1S(C)(=O)=O | 3% | -19%[10 µM] | 6% | 10%[38.3 µM] | -14% | -3% | 2%
O=C1CC(C(=O)Nc2ccc(C(=O)O)cc2)C(c2ccccc2)O1 (configuration not stated) | -3% | -65%[inhibitor] | . | . | 3% | . | 4%
O=C(CCc1ccccc1)NNC(=O)Cc1ccccc1 | 2%[9.22 µM] | 28%[10 µM] | . | 9% | 9%[46 µM] | 0% | 6%
CC1(c2ccc(Cl)c(Cl)c2)NC(=S)N2C1NC(=S)N2c1ccccc1 (configuration not stated) | -5% | 10% | 10% | -1%[38.3 µM] | 11% | 8% | -2%
O=C(Nc1ccccc1C(=O)NCc1ccco1)NC1CCCCC1 | 14% | -9% | 2% | -1%[38.3 µM] | 3% | -4% | 2%
COc1ccc(/C=C(\NC(=O)c2ccccc2)C(=O)OC[C@@H]2CCC[N+]3(C)CCCCC23)cc1OC (some centres not stated) | 15% | -28% | -27% | 20% | . | -4% | -1%
COc1cccc(-c2cc(C(=O)N3N=C(C)CC3(O)C(F)F)c3ccccc3n2)c1 (configuration not stated) | -17% | -40%[inhibitor] | -20% | -4% | . | 1% | -10%
Nc1ccc2nc(-c3ccccc3)[nH]c2c1 | ? | -56%[inhibitor] | 18µM* | ? | -12% | ? | 1%
CCC(=O)NC(c1ccc(OC)c(OC)c1)c1cc(Cl)c2cccnc2c1O (configuration not stated) | ? | -76%[inhibitor][10 µM] | . | 3% | . | 1% | 10%
O=C(COC(=O)CCc1nc2ccccc2s1)Nc1ccc(S(=O)(=O)N2CCOCC2)cc1 | 12% | -3% | -6% | 7%[38.3 µM] | 11% | -6% | -1%
Cc1cc(N2CCCC(C(=O)Nc3ccc4c(c3)CCC4)C2)n2ncnc2n1 (configuration not stated) | -5% | -31% | -39%[inhibitor] | -5%[38.3 µM] | ? | -2% | 1%
CC(=C/c1ccc(C(C)C)cc1)/C=N/NC(=O)Cn1nc(C)cc1C | -2% | 15%[10 µM] | ? | 15% | -11% | -3% | 14%
Cn1c(-c2ccccn2)[n+](C)c2ccccc21 | 2%[9.22 µM] | -30%[10 µM] | . | 4% | . | -4% | 2%
CCn1ncc(/C=C/C(=O)c2ccccc2)c1C | 5% | -3%[10 µM] | ? | 3% | -7% | 10µM* | -2%
O=C(CSc1nnc(-c2ccc(F)cc2)n1-c1ccccc1)NCCN1C(=O)CSC1=O | 20% | 5%[10 µM] | 11% | 4% | 9% | 2% | -3%
